Assay outcomes (PubChem)
MsrA inh – bovine MsrA inhibition; inhibition, % at 15.5 µM; actives 0.75% (n = 360,000); purified bovine MsrA, absorbance read-out; in the data active = inhibition above about 4.5%;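 also: 0% = vehicle wells with enzyme and 100% = reference inhibitor wells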
Rin1 Abl inh – inhibitors of human Rin1-Abl protein interaction | P00519+Q13671 | TR-FRET Rin1/Abl binding, biochemical | inhibition, % at 7.35 µM | actives 0.4% (n = 360,000) | AID 588664; in the data active = inhibition above about 5%, passing the limit was not always enough
FAS-TE inh – blocks the thioesterase domain of human fatty acid synthase; actives 0.67% (n = 360,000); P49327; inhibition, % at 15 µM; recombinant FAS-TE, OMFH fluorogenic substrate, fluorescence endpoint;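 active = compounds whose normalised, plate-corrected inhibition of enzyme fluorescence in the single-dose primary screen is 50% or more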;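 also: 0% = DMSO with enzyme and 100% = substrate without enzyme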
Rpn11 inh – blocks the human proteasome subunit Rpn11 | O00487 | human 26S proteasome, Ub4-pepOG fluorescence polarization; 20S core pre-blocked with epoxomicin | calls only at 20 µM | actives 0.59% (n = 360,000) | AID 588493;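 active = inhibition at 20 µM, scaled to each plate's controls, above about 33%, limit read from the data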
MLLE-PAM2 inh – inhibitors of microRNA-mediated deadenylation, human PABP1 MLLE binding; P11940; GST-MLLE / FITC-PAM2 fluorescence polarization; actives 0.36% (n = 360,000); inhibition, % at 20 µM; in the data active = inhibition above about 35%, passing the limit was not always enough;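 also: plate controls were DMSO wells with GST-MLLE for no effect and wells lacking GST-MLLE protein for full effect; some results filed as inactive read as strong as hits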
Target sequence (P11940 whole entry, looked up): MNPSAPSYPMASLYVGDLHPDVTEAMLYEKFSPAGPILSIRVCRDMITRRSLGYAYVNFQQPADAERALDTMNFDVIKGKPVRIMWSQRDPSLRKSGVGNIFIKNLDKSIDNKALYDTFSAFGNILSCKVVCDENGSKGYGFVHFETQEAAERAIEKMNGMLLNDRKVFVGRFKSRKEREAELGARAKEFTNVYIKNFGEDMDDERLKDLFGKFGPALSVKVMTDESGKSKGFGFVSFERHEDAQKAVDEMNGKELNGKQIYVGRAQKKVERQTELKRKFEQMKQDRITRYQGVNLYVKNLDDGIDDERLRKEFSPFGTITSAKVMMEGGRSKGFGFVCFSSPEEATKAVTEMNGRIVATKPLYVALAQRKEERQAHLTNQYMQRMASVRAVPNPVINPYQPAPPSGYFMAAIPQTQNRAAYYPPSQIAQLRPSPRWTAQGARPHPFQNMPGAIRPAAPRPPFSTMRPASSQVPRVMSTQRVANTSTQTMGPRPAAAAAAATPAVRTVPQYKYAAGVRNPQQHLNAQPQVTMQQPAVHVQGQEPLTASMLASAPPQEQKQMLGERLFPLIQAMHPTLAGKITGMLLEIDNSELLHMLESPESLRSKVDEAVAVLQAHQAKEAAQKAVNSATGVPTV
MT1-MMP act inh – inhibitors of human MT1-MMP activation; P50281; HT1080 RFP-PRO-GFP cells, GFP/RFP ratio fluorescence, overnight; percent of plate control window, DMSO zero; GFP/RFP ratio change, % at 20 µM; actives 0.061% (n = 360,000); AID 651647;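 active = GFP/RFP ratio change of at least 30% with cell ATP level not reduced by more than half and red fluorescence within 50% of control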; also: strong numbers were not always called active
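Assay system: RFP-PRO-GFP reporter HT1080 cells; read-out basis: GFP/RFP fluorescence ratio; benchmarks: DMSO wells and RFP-L50D-GFP cells; doses: 20 µM single dose, 1% DMSO; schedule: overnight cell settling, then overnight compound exposure, 37 °C, 5% CO2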
E coli Lon inh – inhibitors of E. coli Lon protease. actives 0.42% (n = 360,000). inhibition, % at 7.94 µM. P0A9M0. purified E. coli Lon protease, fluorescence polarization. AID 602123; in the data active = inhibition above about 13%, passing the limit was not always enough;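 also: 0% = enzyme with probe and DMSO and 100% = no enzyme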
bovine MsrA act – bovine methionine sulfoxide reductase A activation | purified bovine MsrA, absorbance read-out | activation, % at 10.6 µM | actives 0.3% (n = 360,000); in the data active = activation above about 7.5%;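 also: 0% = vehicle and 100% = reference activator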
CSN deneddyl inh – CSN deneddylation inhibition; AID 651999; Q92905; inhibition, % at 12.5 µM; actives 0.38% (n = 360,000); Purified CSN, SCF-Nedd8-OG deneddylation, fluorescence polarization;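 active = pattern-corrected inhibition above about 35%, with an unprinted fluorescence ratio check between 0.5 and 1.5, limit read from the data, passing the limit was not always enough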;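 also: 0% = enzyme with substrate and 100% = substrate without enzyme; some results filed as inactive read as strong as hits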
Target sequence (Q92905 whole entry, looked up, one chain of several): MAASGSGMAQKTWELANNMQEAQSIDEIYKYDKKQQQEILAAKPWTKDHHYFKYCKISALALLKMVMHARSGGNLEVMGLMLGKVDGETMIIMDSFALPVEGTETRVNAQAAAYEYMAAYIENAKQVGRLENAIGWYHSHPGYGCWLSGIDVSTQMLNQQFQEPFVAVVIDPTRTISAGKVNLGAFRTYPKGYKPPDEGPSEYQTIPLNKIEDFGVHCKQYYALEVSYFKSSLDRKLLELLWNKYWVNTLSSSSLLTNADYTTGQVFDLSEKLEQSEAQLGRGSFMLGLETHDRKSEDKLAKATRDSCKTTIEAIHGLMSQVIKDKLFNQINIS
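Test system: Human Csn5 produced in HEK293T cells | Compound: 12.5 µM single point | Times: 90 min, room temperature | Signal: Fluorescence polarization readout | Read-out basis: % inhibition of substrate cleavage by Csn5 | Controls: no-enzyme wells high, enzyme-with-substrate wells low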
Active calls of the source: *; i = inactive; / = no result given; + = active, no number. Random draw from the library. Share with any hit: about 3.7%.

SMILES	MsrA inh	Rin1 Abl inh	FAS-TE inh	Rpn11 inh	MLLE-PAM2 inh	MT1-MMP act inh	E coli Lon inh	bovine MsrA act	CSN deneddyl inh
CN(C)CCCN1CC(C(=O)O)CC1=O (stereo not given)	-1.1	1	-9	i	3	1	2	-1	1
N/C(=N\OC(=O)CCC1CCCC1)c1ccc([N+](=O)[O-])cc1	-0.9	-1	17	i	1	1	-2	-4	0
COC(=O)c1ccc2nc(-c3ccco3)c(Cc3cccc(Cl)c3)n2c1	0.1	/	7	/	/	-1	3	-12	4
CCOC(=O)c1c(S(=O)(=O)NCCc2ccc(OC)c(OC)c2)c(C)n(C)c1C	0.9	3	0	i	-1	2	-4	-3	0
COc1ccc(N(CC(O)CN2CCCCC2)S(=O)(=O)c2ccc(C)cc2)cc1 (stereo not given)	0.2	0	-8	i	-8	0	-2	0	0
COc1cccc(C(=O)C(C#N)=C(SC)SC)c1	0.5	0	34	i	22	2	-1	-2	97
CCN(CC)S(=O)(=O)c1ccc(NC(=O)COc2c(OC)cccc2OC)cc1	-0.3	-1	12	i	-4	0	0	-2	0
Cc1ccoc1C(=O)N1CCCC(CO)(Cc2ccc(F)cc2)C1 (stereo not given)	-0.7	3	0	i	-3	-1	-1	-4	-3
CC1=C(C(=O)N2CCOCC2)CC(CC(=O)NCCc2ccccn2)C(=O)N1CCCN1CCCC1=O (stereo not given)	1.6	/	-3	/	/	9	-5	-2	-3
NS(=O)(=O)c1ccc(NC(=S)NC(=O)c2ccc(Br)o2)cc1	1.1	-2	-4	i	16	1	-5	-8	-1
O=C(C=C1NCCN1)c1ccccc1	0.5	-2	-6	i	12	-2	6	-5	-3
O=C(CCCCCCN1C(=O)c2ccccc2C1=O)NC1CCCCC1	0.0	-3	5	i	2	3	5	-2	-7
c1cncc(-c2nnc(-c3cccs3)o2)c1	0.7	-3	-9	i	3	-4	-3	-4	9
CCCCNC(=O)C(=O)NCCCn1ccnc1	1.7	4	-8	i	7	1	0	-1	-6
O=C(OCc1nc2ccccc2[nH]1)C1CCCCC1	-0.5	-2	-2	i	6	0	3	-10	0
CCOC(Cn1c(SCC(=O)Nc2cc(C)on2)nc2ccccc2c1=O)OCC	0.0	7	-5	i	-1	-8	13	-1	-3
CC(C)C(C)NC(=O)COc1ncnc2sccc12 (stereo not given)	-1.5	1	-5	i	3	-2	2	-3	-7
CC1CN(C)C(C)c2c1oc1ccc([N+](=O)[O-])cc21 (stereo not given)	0.5	4	1	i	-11	-1	-2	-2	-2
Cc1cc(C)cc(SCc2noc(C(=O)NCCCN3CCOCC3)c2C(=O)NCCCN2CCOCC2)c1	0.1	-2	-9	i	12	10	9	-3	-5
O=[N+]([O-])c1ccccc1CN1CCN(c2ncccn2)CC1	0.9	-2	-4	i	9	7	-2	-2	-3
COc1ccc(OC)c(CNC(=O)CCc2nc(-c3cccs3)no2)c1	0.3	4	-5	i	-6	-2	2	-1	2
O=C(N/N=C\c1cc([N+](=O)[O-])ccc1N1CCCC1)c1ccccn1	-0.5	-2	31	i	-39	6	4	-7	3
O=C(COC(=O)CCc1c[nH]c2ccccc12)NCc1ccc2c(c1)OCO2	0.1	2	4	i	9	-1	1	-4	-6
Cc1cc2nc(CN(C)C(=O)C3CCC(=O)N(C4CCCC4)C3)[nH]c2cc1C (stereo not given)	0.8	2	-7	i	-37	6	-3	-2	-1
Cc1cnc(C(=O)OCC(=O)NCc2ccccc2)cn1	1.0	3	-8	i	-6	2	-15	-4	3

An excerpt of these results, with each value named.
molecule: Cc1cc2nc(CN(C)C(=O)C3CCC(=O)N(C4CCCC4)C3)[nH]c2cc1C (stereo not given)
  MsrA inh: 0.8	Rin1 Abl inh: 2	FAS-TE inh: -7	Rpn11 inh: i	MLLE-PAM2 inh: -37	MT1-MMP act inh: 6	E coli Lon inh: -3	bovine MsrA act: -2	CSN deneddyl inh: -1
molecule: CCOC(Cn1c(SCC(=O)Nc2cc(C)on2)nc2ccccc2c1=O)OCC
  MsrA inh: 0.0	Rin1 Abl inh: 7	FAS-TE inh: -5	Rpn11 inh: i	MLLE-PAM2 inh: -1	MT1-MMP act inh: -8	E coli Lon inh: 13	bovine MsrA act: -1	CSN deneddyl inh: -3
molecule: CC1CN(C)C(C)c2c1oc1ccc([N+](=O)[O-])cc21 (stereo not given)
  MsrA inh: 0.5	Rin1 Abl inh: 4	FAS-TE inh: 1	Rpn11 inh: i	MLLE-PAM2 inh: -11	MT1-MMP act inh: -1	E coli Lon inh: -2	bovine MsrA act: -2	CSN deneddyl inh: -2

(list continues)
SMILES	MsrA inh	Rin1 Abl inh	FAS-TE inh	Rpn11 inh	MLLE-PAM2 inh	MT1-MMP act inh	E coli Lon inh	bovine MsrA act	CSN deneddyl inh
CCn1c(SCC(=O)N2CCOCC2)nnc1C(C)NC(=O)c1ccccc1 (stereo not given)	0.5	3	-2	i	3	-2	-2	-3	-2
O=C(CCc1nc2ccccc2[nH]1)Nc1ccccc1F	-0.1	-1	-6	i	-7	4	14*	1	-2
COc1ccc(CNC(=O)C(=O)NCc2cccnc2)cc1	-0.4	-2	-8	i	13	-5	-7	-8	2
N#C/C(=C/c1cn[nH]c1-c1ccc(Br)cc1)C(=O)O	1.5	-4	2	i	9	-1	6	-3	-4
Cc1ccc(NC(=O)c2ccccc2NC(=O)c2cccnc2)cc1	-0.2	-2	3	i	-6	-2	2	-3	2
CCCOc1ccc(/C=N/NC(=O)CSc2ccccn2)cc1OC	1.9	16*	-7	i	10	2	3	4	2
Cc1cc(C)nc(N(C#N)Cc2ccc(Br)cc2)n1	-0.3	1	19	i	-1	0	-1	-2	-2
Cc1ccc(NC(=O)CSCC(=O)N(C)CC(=O)Nc2cccc(F)c2)cc1	-1.3	0	-1	i	-7	4	-3	-1	-4
CCOC(=O)C1=C(C)N(C)C(=S)NC1c1ccccc1 (stereo not given)	0.1	3	-8	i	-44	1	2	-1	-2
O=C(CCN1C(=O)/C(=C/C=C/c2ccccc2)SC1=S)Nc1ccccn1	0.1	-8	3	+	-8	-3	-6	-4	11
CC(=O)c1c(C)[nH]c(C(=O)OC(C)C(=O)NC2CCCCC2)c1C (stereo not given)	-1.4	-2	-5	i	0	7	-7	0	-1
CCN(CC)S(=O)(=O)c1ccc(NC(=O)c2cnc(C)cn2)cc1	-0.6	-2	0	i	12	1	-6	-6	-3
Cc1cc(C(=O)N2CCCC(N3CCN(c4cccc(C(F)(F)F)c4)CC3)C2)c(C)o1 (stereo not given)	0.6	3	1	i	4	-1	-2	-1	0
O=C(CCn1c(=S)oc2ccccc21)Nc1cc([N+](=O)[O-])ccc1F	1.4	-1	35	i	-8	1	2	-4	3
O=c1c(C(c2ccccc2)c2c(O)nc3n(c2=O)CCS3)c(O)nc2n1CCS2	-0.5	-1	-6	i	20	3	0	-2	5
O=C(Nc1ccn(CCCN2CCN(c3ncccn3)CC2)c(=O)n1)OCc1ccccc1	-1.1	8.5*	-3	i	-6	3	-6	-2	5
N/C(Cc1cccs1)=N\OC(=O)COc1ccccc1Cl	-0.3	4	0	i	2	-1	-5	-2	-2
COc1ccc(-n2nc(C(=O)NCC(=O)N3CCN(c4ccccc4F)CC3)c3ccccc3c2=O)cc1OC	-0.2	1	7	i	0	-14	-9	-8	8
CC(C)N1CCC(C)(C(=O)Nc2cc(-c3ccccc3)nn2C)C1 (stereo not given)	0.5	-3	-7	i	-14	2	5	-1	1
O=C(NCCc1ccc(Cl)cc1)c1cccnc1	3.2	0	-5	i	4	-1	1	-3	-4
CCCc1nnc(NC(=O)Cn2cnc3ccccc3c2=O)s1	0.0	-3	-4	i	-7	3	1	-8	-3
CCN(CC)C(=N)N1c2ccccc2CCC1C (stereo not given)	0.6	0	-6	i	-1	-2	-11	-5	0
Cc1cnc(C(=O)OCC(=O)Nc2ccc(C)c(S(=O)(=O)N3CCOCC3)c2)cn1	0.0	1	-10	i	-11	4	-11	-5	3
Cc1cc(C)cc(N(CC(=O)N2CCC(C)CC2)S(C)(=O)=O)c1	0.9	-4	-7	i	20	-1	1	-2	-2
O=C(NCc1ccccc1)N1CCn2c(nc3ccccc32)C1	1.6	-1	-4	i	8	9	5	0	-3

Later entries
SMILES	MsrA inh	Rin1 Abl inh	FAS-TE inh	Rpn11 inh	MLLE-PAM2 inh	MT1-MMP act inh	E coli Lon inh	bovine MsrA act	CSN deneddyl inh
COc1ccc(NC(=O)c2cc(S(=O)(=O)N(Cc3ccccc3)c3ccccc3)ccc2Cl)cn1	1.0	-3	26	i	12	-16	16	-2	0
CCN(CC)CCNC(=O)Cn1cnc2sc(C)c(S(=O)(=O)N3CCN(c4ccccc4OC)CC3)c2c1=O	-0.1	-1	-5	i	15	1	-3	-1	0
Cc1nn(C)c(Oc2cccc(C(F)(F)F)c2)c1C=O	-0.1	-3	-4	i	3	3	-8	2	-2
O=c1cc(CCc2ccccc2)[nH]c(=O)[nH]1	-0.7	0	-2	i	2	2	-4	-3	4
O=C(CCNS(=O)(=O)c1ccc(Br)s1)N1CCCCC1	-1.4	3	-4	i	7	1	6	-3	0
COc1cccc(OCC(O)CN2CCN(c3ncccn3)CC2)c1 (stereo not given)	-0.7	-4	-5	i	1	3	-5	-1	-3
CC(c1ccccc1)C1C(C#N)=C(N)SC(N)=C1C#N (stereo not given)	-0.4	-1	1	i	0	5	-8	-4	3
O=C(NCc1ccccc1Br)c1cccs1	0.7	0	-4	i	-6	2	5	-1	-4
CCN1C(=O)S/C(=C\c2ccc(N3CCOCC3)cc2C)C1=O	0.7	-2	6	i	-40	-18	-13	-1	23
O=C(Nc1ccc(N2C(=O)CCC2=O)cc1Cl)c1cccs1	0.5	1	-8	i	-3	0	5	-7	0
COc1ccc(Cl)cc1NC(=O)CN(C)CC(=O)NC(C)c1ccccc1 (stereo not given)	0.4	2	-4	i	6	4	-11	-3	-1
O=C(c1cccs1)N1CCN(c2nc3c(F)cc(F)cc3s2)CC1	-0.2	1	7	i	16	2	-5	-2	-2
O=c1[nH]c(/C=C/c2ccccc2Cl)c([N+](=O)[O-])c(=O)[nH]1	3.4	0	-3	i	4	-6	-1	-3	14
CCOC(=O)NC(=O)CSc1nnnn1-c1ccccc1	0.5	-1	-3	i	-113	-4	-6	-2	-3
CC(C)[C@@H]1Cc2[nH][nH]c(=O)c2[C@H](CCc2ccccc2)O1	-0.4	/	-38	/	/	5	3	-1	-5
CC(OC(=O)c1ccc(NS(=O)(=O)c2ccc3[nH]c(=O)[nH]c3c2)cc1)C(=O)Nc1cccc(Cl)c1Cl (stereo not given)	-0.4	-3	10	i	4	0	-4	-7	-1
O=C(OCc1nc2ccccc2s1)C1CCN(C2=NS(=O)(=O)c3ccccc32)CC1	-1.0	-1	16	i	-8	-3	-11	-6	2
O=C(COC(=O)c1cc(S(=O)(=O)N2CCOCC2)ccc1Cl)NCc1ccc2c(c1)OCO2	0.5	-2	0	i	-5	0	-5	-4	3
COC(=O)CNC(c1ccccc1)c1cc(Br)ccc1NC(=O)CNC(=O)OCc1ccccc1 (stereo not given)	/	-1	34	i	13	-8	-6	0	5
COc1ccc(-n2nc(C(C)=O)c(=O)[nH]c2=O)cc1	1.8	1	-8	i	1	0	-4	-8	0
CC(=O)c1cc(C#N)c(Oc2ccccc2)nc1C	-0.8	0	16	i	10	-1	2	-3	2
Cc1cc2cc3c(=O)[nH]c(=O)nc-3n(CC(O)C(O)C(O)CO)c2cc1C (stereo not given)	3.3	2	-3	i	-1	-1	1	-6	-4
Cc1ccc(NC2CCCN(C(=O)c3snnc3C)C2)cc1C (stereo not given)	-0.3	-1	-3	i	8	1	-4	-2	-7
